FBPA coupling cs – counter-screen for Giardia aldolase inhibitors: coupling enzyme system | coupling enzyme system counterscreen, AmpLite Red fluorescence | activity change, negative = inhibition, % at 58.2 µM, hits read low | 0.67% of 290,000 active; in the data active means activity change below about -30%; further: on the % scale 0 is the no-effect control and ±100 the full control effect
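Counterscreen lacking aldolase: glyceraldehyde-3-phosphate coupling-enzyme reagent preincubated 10 min at RT with compound (at 57.5 uM final), then substrate/coupling system with AmpLite Red added; fluorescence read at 525/598 nm after 20 min RT.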
Giardia killer – kills Giardia lamblia. activity change, % at 7.66 µM, hits read low. 0.15% of 340,000 active. Giardia lamblia trophozoite viability. AID 540267; in the data active means activity change below about -80%; inconclusive means between about -30% and that limit;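 further: parasites exposed to compound for two days anaerobically before the ATP read; on the % scale 0 is the no-effect control and ±100 the full control effect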
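Media and compound were dispensed first, then trophozoites at 100 cells/well; plates sat 48 hrs at 37 deg C without oxygen before ATP luminescence reagent was added and read after 15-30 min at room temperature.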
ASM inhibitor – blocks human secretory acid sphingomyelinase; P17405; placental ASM, HMU-PC fluorogenic substrate, 60 min; Potency, µM (doses to about 57.5 µM), for the others: at the highest dose activity change, negative = inhibition, most hits filed as inhibitors; 0.006% of 340,000 active; AID 504937; further: potency means the concentration at half of the fitted maximal effect
Target sequence (P17405 47-631 limits assumed): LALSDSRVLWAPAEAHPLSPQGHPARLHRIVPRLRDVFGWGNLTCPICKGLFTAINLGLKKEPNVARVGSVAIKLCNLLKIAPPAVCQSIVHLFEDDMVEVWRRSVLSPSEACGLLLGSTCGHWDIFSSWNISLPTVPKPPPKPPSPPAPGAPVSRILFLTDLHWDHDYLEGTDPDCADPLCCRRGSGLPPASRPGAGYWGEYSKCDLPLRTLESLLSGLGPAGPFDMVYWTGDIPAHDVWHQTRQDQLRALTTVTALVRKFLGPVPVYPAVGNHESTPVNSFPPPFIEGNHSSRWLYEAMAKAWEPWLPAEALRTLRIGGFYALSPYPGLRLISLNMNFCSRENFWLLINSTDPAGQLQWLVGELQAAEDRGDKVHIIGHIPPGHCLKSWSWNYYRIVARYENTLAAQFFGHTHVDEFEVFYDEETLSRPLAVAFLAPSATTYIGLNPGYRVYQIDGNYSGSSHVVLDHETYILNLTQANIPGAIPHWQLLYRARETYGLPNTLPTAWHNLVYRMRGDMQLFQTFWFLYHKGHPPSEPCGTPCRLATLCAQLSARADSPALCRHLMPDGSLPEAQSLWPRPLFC
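Human placenta-derived ASM preincubated with compound 10 min at room temperature, then reacted with 9 uM (final) fluorogenic HMU-PC substrate for 60 min at 37 C. Stop solution raises pH to 10; fluorescence read at Ex 386/Em 447 nm.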
B2AR arrestin – agonists driving beta-arrestin recruitment to human beta2-adrenergic receptor; P07550; beta-arrestin recruitment to beta2AR, cell-based reporter; Potency, µM (top dose mostly 46.1 µM), for the others: at the highest dose activation, most hits filed as activators; 0.02% of 330,000 active; AID 492947;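 further: potency means the concentration at half of the fitted maximal effect; 0% = DMSO controls and full agonism = EC100 isoproterenol or metaproterenol; nearly all actives have a fitted effect of over 65% in size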
Target sequence (P07550 whole entry, looked up): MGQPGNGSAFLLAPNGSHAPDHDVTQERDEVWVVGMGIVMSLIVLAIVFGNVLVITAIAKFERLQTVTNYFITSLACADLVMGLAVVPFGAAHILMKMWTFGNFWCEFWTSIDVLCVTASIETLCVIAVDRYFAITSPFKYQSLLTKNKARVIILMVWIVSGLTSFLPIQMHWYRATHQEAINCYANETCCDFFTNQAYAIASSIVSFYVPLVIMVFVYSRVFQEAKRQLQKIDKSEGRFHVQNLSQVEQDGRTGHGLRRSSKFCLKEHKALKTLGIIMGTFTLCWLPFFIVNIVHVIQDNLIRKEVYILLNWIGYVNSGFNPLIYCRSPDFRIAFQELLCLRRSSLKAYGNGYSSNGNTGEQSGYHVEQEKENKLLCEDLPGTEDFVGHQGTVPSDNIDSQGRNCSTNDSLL
PTAP TSG101 blk – blocks PTAP/TSG101 interaction to inhibit HIV-1 budding; Q99816; Fluorescence polarization, FITC-PTAP peptide / Tsg101 binding; Potency, µM (doses to about 115 µM), for inactives: at the highest dose activity change, negative = inhibition, most hits filed as inhibitors; 340,000 tested, under 10 active; active means well fitted inhibition curve with a large enough effect in the main read-out, with a control signal flat, not every such curve was filed as active; inconclusive means small, poorly fitted or top-dose-only effect, or effect the other way, or a change in a side signal; inactive means no such curve, though single readings can be large or run the other way; further: potency means the concentration at half of the fitted maximal effect; % of control where 0% means no effect
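Fluorescence polarization binding of Tsg101 binding domain (10 uM final) to FITC-labeled PTAP peptide (50 nM final) in HEPES pH 7.5 buffer with NaCl, Tween 20, EDTA, TCEP. Compounds added before peptide; binding 20 min at RT.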
a7 integrin act – activators of alpha7 integrin expression for muscular dystrophy | alpha7betagal myoblasts, beta-gal FDG fluorescence, 48 h | Potency, µM (highest dose often 38.3 µM), for inactives: at the highest dose activation, actives largely listed as activators | 0.064% of 350,000 active | AID 624291;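 further: potency means the concentration at half of the fitted maximal effect; 100% = response of the positive control SU9516; nearly all actives have a fitted effect of over 60% in size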
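Alpha7betagal+/- myoblasts (passage 13) were plated 16-24 hr, then exposed to compounds (1:260 dilution of DMSO stock) for 48 hours at 37C. After MPER lysis, β-galactosidase reporter activity was read as FDG fluorescence (ex 480/em 540) after 30 minutes.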
Menin-MLL TR inh – inhibitors of human menin-MLL interaction, mutant MLL peptide; O00255; 0.23% of 270,000 active; Potency, µM (series often up to 61.6 µM), for the others: top-dose FP activity change, negative = inhibition, most hits filed as inhibitors; Menin + Texas Red MLL mutant peptide, fluorescence polarization; active means well fitted inhibition curve with a large enough effect in the polarisation, with a control signal flat, not every such curve was filed as active; inconclusive means small, poorly fitted or top-dose-only effect, or effect the other way, or a change in a side signal; inactive means no such curve, though single readings can be large or run the other way; the % refers to the polarisation; further: potency means the concentration at half of the fitted maximal effect; % of control where 0% means no effect; many of its hits are not listed in these tables
PKM2 act – activators of human pyruvate kinase M2; P14618; purified PKM2, Kinase-Glo ATP luminescence, activation; response scale: 0% is enzyme alone, no compound; Potency, µM (highest dose often 57.5 µM), for the others: at the top dose activation, hits mostly activators; 0.34% of 260,000 active; AID 1631; further: potency means the concentration at half of the fitted maximal effect; on the % scale 0 is the no-effect control and ±100 the full control effect; nearly all actives have a fitted effect of over 55% in size
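hPK-M2, >95% pure; 0.1 mM ADP / 0.5 mM PEP final; imidazole pH7.2 buffer w/ 7 mM MgCl2, 50 mM KCl; 1 h RT; Kinase-Glo lum. Intermediate enzyme activity for dual inhibitor/activator qHTS.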
GALK inh – galactokinase (human) inhibition. P51570. Purified GALK, Kinase-Glo residual ATP luminescence. Potency, µM (highest dose often 57.5 µM), for the others: top-dose activity change, negative = inhibition, most hits filed as inhibitors. 0.007% of 270,000 active. AID 1868; further: potency means the concentration at half of the fitted maximal effect; on the % scale 0 is the no-effect control and ±100 the full control effect
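Compounds were pin-transferred into ATP buffer (35 uM final), then GALK plus galactose (5 nM, 100 uM final) was added. After 1 h at room temperature, Kinase-Glo Plus was added and luminescence read after 10 min.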
BCR signal inh – chronic active BCR signaling inhibition. ABC-DLBCL IkBa-CBG/CBR reporter, luminescence ratio, 4 h. Potency, µM (highest dose often 46.1 µM), for inactives: at the highest dose ratio change, negative = lower green/red ratio, most hits filed as inhibitors. 0.05% of 340,000 active. AID 493014; active means well fitted inhibition curve with a large enough effect in the signal ratio, with a control signal flat, not every such curve was filed as active; inconclusive means small, poorly fitted or top-dose-only effect, or effect the other way, or a change in a side signal; the % refers to the signal ratio;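 further: potency means the concentration at half of the fitted maximal effect; plate controls were basal doxycycline-induced cells for no effect and cells given 10 µM MG132 for full effect; MG132 reads +100%, hits lower the ratio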
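Compounds up to 46 uM were incubated four hours with TMD8 cells whose green CBG68 luciferase is fused to IkappaBalpha; red CBR luminescence normalised the signal, and concentration-effect curves were fitted to fusion, red and ratio data.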
Tb PFK inh – blocks T. brucei phosphofructokinase. AID 485367. 0.17% of 330,000 active. O15648. T. brucei PFK, ADP-Glo luminescence. Potency, µM (titrated, usually from 57.5 µM), without a hit: at the highest dose activity, negative = inhibition, actives largely listed as inhibitors;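 further: potency means the concentration at half of the fitted maximal effect; 0% = uninhibited 1x PFK enzyme wells and -100% = no-enzyme wells; nearly all actives have a fitted effect of over 60% in size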
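1.25 nM PFK with 0.5 mM F6P and 0.1 mM ATP in 0.1 M TEA pH 8.0, 5 mM MgCl2, incubated 45 min at room temperature; ADP measured by ADP-Glo luminescence; compounds titrated up to 57 uM.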
Starred values were filed as active, the others as inactive; ? = inconclusive; · = no result given; [ ] = remark or other dose. Unless noted, the call rests on the fitted dose curve; in most records, active means well fitted curve in the direction sought with a large enough effect; inconclusive means small, poorly fitted or top-dose-only effect, or another doubt; inactive means no such curve, though single readings can be large; an effect the other way counts as inactive or inconclusive. This is a subset; count on the stated rates, not on these rows.

SMILES	FBPA coupling cs	Giardia killer	ASM inhibitor	B2AR arrestin	PTAP TSG101 blk	a7 integrin act	Menin-MLL TR inh	PKM2 act	GALK inh	BCR signal inh	Tb PFK inh
CCc1ncc(CN2CCC(C(=O)Nc3ccc(-n4nc(C)cc4C)cc3)CC2)cn1	·	-6	5%	-0.7%	1%	-52%[inhibitor]	·	-1%	3%	-3%	-2%
OCCNc1nc(Nc2cccc(O)c2)nc2ccccc12	5	4	3%	0.4%	0%	9%	·	16%	0%	?	-3%
COCCNC(=O)C(C)OC(=O)c1cc2sccc2n1C (stereo unspecified)	1	3	-2%	0.0%	-2%	0%	14%	-2%	0%	-3%	-2%
Cc1ccc(OCC(=O)NCC(=O)Nc2ccc(F)cc2)c([N+](=O)[O-])n1	1	-28	-1%	-1.8%	-2%	-27%	2%	3%	1%	0%	-3%
O=C(NCc1ccccc1Cl)C1CCCN1S(=O)(=O)c1ccc(F)cc1 (stereo unspecified)	0	-6	0%	-0.2%	-1%	13%	-14%	-8%[11.5 µM]	5%	1%	0%
Cc1nc2c(C(=O)NCc3ccc4c(c3)OCO4)c[nH]n2c(=O)c1Cc1ccccc1F	·	1	-1%	0.3%	-6%	37%	?	3%	-5%	-23%	0%
NS(=O)(=O)c1ccc(NC(=O)CSc2ncccn2)cc1	-1	5	5%	0.1%	-1%	5%	·	12%	1%	-9%	-5%
Cc1ccc(NC(=O)CCNCc2ccco2)cc1S(=O)(=O)N(C)C	3	-11	0%	-0.5%	-1%	-19%	-11%	0%	-1%	0%	-5%
COc1ccc2oc(=O)c(C(=O)N3CCN(c4ccc(F)cc4)CC3)cc2c1	2	11	1%	0.2%	-2%	10%	3%	-6%	-4%	-1%	3%
COc1ccc(CC(=O)N2CCN(c3ccccn3)CC2)cc1OC	-1	-14	0%	-0.6%	0%	18%	-14%	-1%	-2%	0%	-3%
CCC(C)(C)C1CCC2(CC1)NC(=S)N(c1ccccc1)N2 (stereo unspecified)	4	9	-5%	-0.3%	1%	-4%	·	-4%	0%	9%	-9%
CC1(C)C2CCC1(CS(=O)(=O)N1CCN(c3ccc(F)cc3)CC1)C(=O)C2 (stereo unspecified)	6	13	2%	0.0%	-7%	-10%	-16%	-3%[11.5 µM]	7%	-4%	-1%
CCN(C(=O)COC(=O)CNC(=O)C1CCCCC1)c1ccccc1	·	-2	·	0.0%	-2%	26%	·	·	·	7%	4%
CC(Sc1nc(NC(C)(C)C)nc(N(C)C)n1)C(=O)Nc1ccccc1 (stereo unspecified)	-2	12	-6%	-0.9%	0%	19%	4%	-7%	-2%	10%	1%
COc1ccc2cc(-c3[nH]ncc3CN3C[C@@H]4CCC[C@H]3C4)ccc2c1	-1	-7	3%	0.2%	-2%	-34%	-4%	-6%	-4%	?	4%
C/C(Nc1cccc(F)c1)=C(/C#N)C(N)=O	1	9	1%	-0.1%	-8%	16%	1%	1%	0%	8%	-14%
O=C(c1ccccc1)N1CCN(C2CC3CCC2C3)CC1 (stereo unspecified)	1	1	0%	0.6%	-6%	-6%	-13%	-2%	3%	1%	-14%
O=C(COC(=O)CCCOc1ccc(Cl)cc1Cl)Nc1cccc(Cl)c1	-2	4	-18%	-1.7%	-3%	14%	?	8%	1%	?	0%
Cc1nc(CS(=O)(=O)c2ccccc2)cc(N2CCOCC2)n1	1	-6	-2%	0.1%	-9%	-49%[inhibitor]	-10%	-5%	-3%	-3%	2%
C#CC(CC)(CC)NC(=O)c1ccc(Br)s1	-2	10	-3%	0.4%	-2%	-23%	-2%	-1%	0%	?	-1%
CCc1nnc(SCC(=O)Nc2ccc(F)cc2)o1	·	2	2%	-0.4%	1%	-12%	·	7%	0%	0%	1%
Cc1nc2cc(N=NC3=C(O)CCCC3=O)ccc2s1	-3	19	-6%	-1.1%	1%	-2%	22%	-13%	2%	-7%	0%
NC(=O)[C@@H]1CC2(CC(c3cccc(NC(=O)[C@@H]4CCC(=O)N4)c3)=NO2)CN1C(=O)Cc1ccc([N+](=O)[O-])cc1 (stereo partly specified)	-2	24	3%	-0.5%	5%	2%	·	-8%	-2%	-1%	0%
COc1ccc(C)cc1S(=O)(=O)Nc1ccc2c(c1)OCO2	-2	36[activator]	1%	-0.2%	-2%	-17%	-17%	9%	2%	0%	-1%
O=C(NCCc1ccccc1)C1CCN(c2ncccn2)CC1	1	1	4%	5.6%	0%	?	-9%	0%	2%	-3%	0%
Next section.
SMILES	FBPA coupling cs	Giardia killer	ASM inhibitor	B2AR arrestin	PTAP TSG101 blk	a7 integrin act	Menin-MLL TR inh	PKM2 act	GALK inh	BCR signal inh	Tb PFK inh
CCOC(=O)C1CCN(CCC(=O)Nc2ccc(C)cc2)CC1	0	0	2%	-0.3%	-4%	13%	7%	-1%	0%	0%	2%
CCn1c(=O)c([N+](=O)[O-])c(N2CCN(Cc3ccc4c(c3)OCO4)CC2)c2ccccc21	3	26	-3%	7.3%	0%	-14%	·	-1%	-3%	-18%	4%
COc1ccccc1N1CCN(C(c2ccccc2)c2nnnn2CCc2ccccc2)CC1 (stereo unspecified)	-1	-9	1%	-0.3%	1%	-23%	-1%	-15%	-2%	6%	-1%
Cc1ccc(N(CC(=O)NCc2ccc(F)cc2)S(=O)(=O)c2cccs2)cc1	0	-6	1%	-0.2%	-14%	10%	9%	-1%	-2%	6%	-1%
COc1ccc(S(=O)(=O)NCCc2ccc(F)cc2)cc1	1	0	1%	-0.2%	0%	12%	-10%	10%	1%	4%	-1%
Cc1nc(-c2nnc(SCC(=O)Nc3cc(Cl)cc(Cl)c3)n2C)cs1	3	11	1%	-0.3%	1%	-17%	·	2%	3%	1%	-2%
COc1cccc(C(=O)CSc2nccn2C)c1	0	2	-1%	7.7%	0%	-29%	-2%	1%	-2%	?	-1%
CC(=O)Nc1ccc(S(=O)(=O)N2CCN=C2C)cc1	1	-8	3%	-0.1%	-1%	11%	-15%	-1%	-2%	6%	1%
COc1cc(/C=N/NC(=O)CNc2n[nH]c(=O)[nH]c2=O)ccc1O	3	-15	41%[activator]	-1.2%	-1%	12%	8%	5%	0%	-20%	1%
CCCN(Cc1ccccc1)C(=S)Nc1cccc(C(F)(F)F)c1	0	-24	-3%	6.5%	-9%	-19%	19%	-1%	0%	7%	-6%
O=C(NCC(c1cccs1)N1CCOCC1)c1cc(S(=O)(=O)N2CCOCC2)c(Cl)cc1Cl (stereo unspecified)	·	14	·	-0.1%	-6%	-2%	·	·	·	7%	-3%
Cc1cc(C)c(O)c(C2(O)C(=O)c3ccccc3C2=O)c1	3	-4	4%	0.0%	-4%	3%	·	-30%	·	?	0%
CC1CC(C)CN(C(=O)C(C)N(C)CC(=O)Nc2ccc(F)cc2)C1 (stereo unspecified)	·	-7	7%	-0.1%	-5%	0%	·	·	·	3%	0%
COc1cc(C(=O)Nc2ccc3nc(N4CCN(C)CC4)cc(C)c3c2)cc(OC)c1OC	1	-5	15%	0.3%	-4%	-70%[inhibitor]	-10%	·	3%	?	0%
CC(C)C(NC(=O)C(C)N1C(=O)c2ccccc2C1=O)c1ccccc1 (stereo unspecified)	1	15	2%	-1.1%	2%	-1%	31%	·	·	3%	1%
Nn1c(SCC(=O)N2CCCc3ccccc32)nncc1=O	1	6	-2%	-0.4%	-2%	-7%	1%	3%	-2%	1%	-2%
Cc1ccccc1NS(=O)(=O)c1ccc(C(=O)N2CCCCCC2)cc1	·	18	7%	-0.1%	0%	16%	·	·	·	19%	-9%
O=C(CCN1C(=O)/C(=C\c2ccccc2)SC1=S)NNC(=O)c1ccccc1O	2	-21	0%	0.2%	-1%	-9%	?	-1%	-7%	18%	-1%
Cc1cc(C)c2c(c1)/C(=c1/sc3n(c1=O)CN(c1ccccc1)CN=3)C(=O)N2	2	-2	-7%	-0.4%	-2%	37%	·	-8%	·	6%	-3%
Cc1ccc(C(=O)NC2(C(Cl)Cl)N=C(c3ccccc3)N=C2N)cc1 (stereo unspecified)	0	11	-1%	0.1%	0%	21%	-6%	-1%	0%	?	-9%
Cc1cc(NC(=O)COC(=O)C2CCCN2C(=O)c2cccs2)no1 (stereo unspecified)	0	-11	1%	-0.1%	-4%	-5%	8%	-2%	0%	10%	1%
Cc1cc(C(=O)N/N=C/c2cccnc2)c2ccccc2n1	1	0	2%	-0.9%	-5%	?	8%	-5%	-1%	-7%	1%

Bioassay records: PubChem BioAssay, National Center for Advancing Translational Sciences (NCATS)
